pCIP destab: p/CIP protein destabilization | Q05BA5 | decrease of EGFP signal, % at 10 µM | F442A p/CIP-EGFP cells, EGFP fluorescence, 16 h | hit rate 0.01% among 290,000;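 active = EGFP signal decrease of at least 30% at 10 µM or well 3 SD below plate mean, unless failing retest; inactive = the rest, including hits failing retest or dose response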; also: some compounds called inactive have numbers as strong as hits; many of its hits are not listed in these tables
PfM18AAP inh: PfM18AAP enzyme inhibition; recombinant PfM18AAP, H-Glu-NHMec fluorogenic cleavage; inhibition, % at 7.35 µM; hit rate 1.2% among 290,000; AID 1822;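 active = inhibition above the campaign mean inhibition over all tested compounds plus 3 SD, cut at about 28% in these data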;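 also: 0% = plate median of test compound wells and 100% = 2 mM ZnCl2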
MEKK2wt PB1 HTS: raises or lowers MEK5 binding to wildtype human MEKK2 PB1 domain. AID 1531. binding response (% of control), % at 10 µM. hit rate 1.1% among 290,000. bead flow cytometry, Alexa488-MEK5 binding to MEKK2 WT; actives lie on both sides; in the data active = binding response below about 67% or above about 130%
SUMO HTRF inh: SUMOylation inhibition; P63279; HTRF SUMOylation assay, SAE1/SAE2 + UBC9, in vitro; inhibition, % at 35 µM; hit rate 0.36% among 290,000; AID 2006; in the data active = inhibition above about 50%, passing the limit was not always enough; also: strong numbers were not always called active
NALP1 yeast inh: NALP1 inhibition; S. cerevisiae NALP1/ASC/caspase-1 growth, X-gal OD620, 72 h; inhibition, % at 10 µM; hit rate 0.61% among 280,000; in the data active = inhibition mostly above about 24%, no sharp cut-off; inactive = mostly below about 32%; also: some compounds called inactive have numbers as strong as hits
IDE inh: cellular human IDE inhibition; HEK cells, FAbetaB cleavage, fluorescence polarization; inhibition, % at 5.59 µM; P14735; hit rate 0.41% among 320,000;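 active = percent inhibition above the average of all tested compounds plus 3 SD, set per screening campaign, cut at about 16% in these data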;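 also: IDE supplied by intact live HEK cells; FP after avidin binding of uncleaved biotin substrate so inhibition keeps polarization high; 0% = DMSO wells and 100% = 60 µM reference IDE inhibitor Ii1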
Target sequence (P14735 whole entry, looked up): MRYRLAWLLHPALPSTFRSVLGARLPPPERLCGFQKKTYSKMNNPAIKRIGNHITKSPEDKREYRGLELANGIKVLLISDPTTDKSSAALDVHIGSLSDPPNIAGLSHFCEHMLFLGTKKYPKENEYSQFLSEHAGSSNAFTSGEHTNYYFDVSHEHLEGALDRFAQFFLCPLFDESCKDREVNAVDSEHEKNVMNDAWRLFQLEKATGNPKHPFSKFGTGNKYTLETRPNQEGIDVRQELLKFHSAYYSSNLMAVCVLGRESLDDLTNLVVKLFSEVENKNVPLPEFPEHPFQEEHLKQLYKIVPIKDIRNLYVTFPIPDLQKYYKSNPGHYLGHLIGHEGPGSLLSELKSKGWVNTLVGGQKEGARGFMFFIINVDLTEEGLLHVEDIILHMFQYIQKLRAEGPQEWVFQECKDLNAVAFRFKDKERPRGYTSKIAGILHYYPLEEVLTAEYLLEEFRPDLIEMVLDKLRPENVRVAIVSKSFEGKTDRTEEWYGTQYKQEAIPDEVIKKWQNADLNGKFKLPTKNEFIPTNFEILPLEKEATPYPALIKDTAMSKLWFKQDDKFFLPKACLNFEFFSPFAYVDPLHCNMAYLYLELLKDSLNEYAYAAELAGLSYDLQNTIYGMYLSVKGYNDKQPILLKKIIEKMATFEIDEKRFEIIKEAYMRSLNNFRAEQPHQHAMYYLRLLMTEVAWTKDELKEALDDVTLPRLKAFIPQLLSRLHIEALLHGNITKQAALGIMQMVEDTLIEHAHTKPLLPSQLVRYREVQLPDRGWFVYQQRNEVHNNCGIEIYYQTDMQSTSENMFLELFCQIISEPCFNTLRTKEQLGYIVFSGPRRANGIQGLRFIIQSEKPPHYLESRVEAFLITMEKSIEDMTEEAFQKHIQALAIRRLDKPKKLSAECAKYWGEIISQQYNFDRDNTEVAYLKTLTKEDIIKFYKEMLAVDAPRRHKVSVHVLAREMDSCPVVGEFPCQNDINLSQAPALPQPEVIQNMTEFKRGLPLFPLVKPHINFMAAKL
IDE act: IDE (human) activation, cell-based; P14735; HEK cells, FAbeta-B cleavage, fluorescence polarization; 0% vehicle, 100% cell-free pure enzyme wells; activation, % at 5.96 µM; hit rate 0.073% among 340,000;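 active = activation above the mean of all tested compounds plus 3 SD, set per screening campaign, cut at about 17% in these data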
MEKK2mut PB1 HTS: signal of MEK5 binding to mutant human MEKK2 PB1 domain; hit rate 0.35% among 290,000; percent response, % at 10 µM; bead flow cytometry, Alexa488-MEK5 binding to MEKK2 mutant; in the data active = percent response above about 24%, passing the limit was not always enough; also: inactives centre near 1; some results filed as inactive read as strong as hits; reference of the scale not given here
MEKK3 PB1 HTS: raises or lowers MEK5 binding to the human MEKK3 PB1 domain | Q99759 | binding response (% of control), % at 10 µM | bead-based flow cytometry, Alexa488-MEK5 binding to MEKK3; actives lie on both sides; 0 = blocked by unlabeled MEK5, 100 = vehicle | hit rate 1.4% among 290,000 | AID 1529;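 active = binding response more than 3 SD above or below the average of its plate-row segment, actives on both sides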;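 also: Alexa488 bead fluorescence after subtracting the streptavidin-only scavenger bead signal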
* = called active by the depositor; nt = no result given. A portion of the library, so the mix of outcomes need not match the whole.

SMILES	pCIP destab	PfM18AAP inh	MEKK2wt PB1 HTS	SUMO HTRF inh	NALP1 yeast inh	IDE inh	IDE act	MEKK2mut PB1 HTS	MEKK3 PB1 HTS
COc1ccccc1NC(=S)N(CCCN1CCOCC1)Cc1cccs1	6	-9	89	-12	-1	2	5	-12	95
Cc1n(CC(O)COC2CCCCC2)c2ccccc2[n+]1C (stereo not given)	-15	0	96	-3	-77	1	5	9	97
COc1ccc(OCC(=O)NCCNC(=O)c2cccnc2)cc1	-10	-3	95	14	-3	-4	3	-1	99
O=C1[C@H]2[C@@H](c3ccc(Cl)cc3)N3C(=O)N(c4cccc(F)c4)C(=O)[C@@]3(Cc3ccc(Cl)cc3)[C@H]2C(=O)N1C1CCCCC1	3	-1	96	-9	15	8	5	0	101
Cc1ccc(/C=C/C(=O)NCc2ccc3c(c2)OCO3)o1	-10	-39	102	0	47	0	4	-1	104
CCCNc1c(NC(=O)COc2ccc(Cl)cc2)c(=O)oc2ccccc12	6	4	102	-6	8	1	8	5	107
CCOc1ccc(CNC(=S)N/N=C/c2ccncc2)cc1	8	-6	101	-4	20	-1	4	-1	96
Cc1ccc(CCNC(=O)C2CCC(=O)N2C2CCCC2)cc1 (stereo not given)	4	-6	107	-3	6	6	2	5	105
CC(NC(N)=O)C(=O)OCc1ccc(Cl)cc1Cl (stereo not given)	-7	-11	109	-2	8	0	1	2	107
NS(=O)(=O)c1ccc(NC(=O)COC(=O)/C=C/c2ccc([N+](=O)[O-])cc2)cc1	-4	0	99	-6	3	-1	-3	0	100
CC(Sc1nc2scc(-c3ccccc3)c2c(=O)[nH]1)C(=O)NC(N)=O (stereo not given)	-6	3	111	23	nt	1	8	19	115
CCc1nnc(NS(=O)(=O)c2ccc(N=Cc3c(C)[nH]n(-c4ccc(Cl)cc4)c3=O)cc2)s1	-4	6	98	20	8	9	6	0	96
CCN(CC)S(=O)(=O)c1ccc(NC(=O)CN(c2cccc(F)c2)S(C)(=O)=O)cc1	-6	-4	107	0	0	7	7	2	105
COc1ccc(CNC(=O)C2CSCCS2)cc1 (stereo not given)	-17	-1	99	8	-20	2	6	-3	95
CC(NC(=O)CCc1nnc(C2CCCCC2)o1)c1ccc(F)cc1 (stereo not given)	-4	-1	95	18	6	3	5	-8	100
Cc1cnc2cc([N+](=O)[O-])ccc2n1	5	-5	102	9	16	3	4	-1	101
Cc1csc(C(=O)NN)c1N(C)C	-4	-7	98	15	nt	-2	2	-17	93
Cc1ccccc1NC(=O)c1oc(=O)c2ccccc2c1-c1ccccc1	6	-7	100	-19	26	1	4	-1	102
CCOc1ccc(CCNC(=O)COC(=O)CCC(=O)c2cccs2)cc1OCC	1	-1	100	-5	8	nt	7	-3	100
CC1=C(C(=O)OC(C)C)C(c2coc3ccccc3c2=O)C2=C(CCCC2=O)N1 (stereo not given)	-4	5	100	-3	5	1	1	1	98
COc1ccccc1C(=O)NNC(=O)CN1C(=O)c2ccccc2C1=O	-1	2	99	10	6	-1	10	0	98
N#C/C(=C\c1ccccc1O)C(=O)Nc1cccnc1	-6	-5	82	10	26	6	1	-26	83
O=C(Oc1c(Cl)cc(Cl)c2cccnc12)N1CCOCC1	0	-14	96	9	-12	0	7	-3	99
O=C(COC(=O)c1sc2ccccc2c1Cl)NC1CCCCC1	-26	-1	104	15	38	-2	0	-1	107
CC1CCN(CCCNC(=O)C2CCC(CNS(=O)(=O)c3ccccc3)CC2)CC1 (stereo not given)	9	-2	107	-3	25	1	-1	1	101
Next part
SMILES	pCIP destab	PfM18AAP inh	MEKK2wt PB1 HTS	SUMO HTRF inh	NALP1 yeast inh	IDE inh	IDE act	MEKK2mut PB1 HTS	MEKK3 PB1 HTS
CN(C)c1ccc(N=Nc2ccccc2C(=O)OCC(=O)N(C)C2CCCCC2)cc1	4	10	94	-11	29	2	4	-1	61
CCc1ccc(OCCNC(=O)c2ccccc2SCc2ccc(F)cc2)cc1	2	-11	nt	-14	14	6	0	nt	nt
CC12CC(O)C3c4ccc(O)cc4CCC3C1CCC2=O (stereo not given)	-24	0	106	12	5	5	-2	3	109
CC(=C/c1ccccc1)/C=N/Nc1nc(N2CCOCC2)nc(N2CCOCC2)n1	-11	-16	104	0	24	-1	-6	-1	100
O=C(O)c1cc(NN=C2c3ccccc3-c3ccccc32)ccc1Cl	-22	-4	94	13	-2	-5	5	-4	98
CCOC(=O)N=S(=O)(Oc1ccc([N+](=O)[O-])cc1)c1ccccc1 (stereo not given)	0	1	106	-4	35	5	5	3	103
COC(=O)c1c(C)[nH]c(C(=O)/C=C/c2ccc(C)cc2)c1C	0	0	86	9	3	-1	4	-16	85
CC(C)c1nc(NCC2CCCO2)c(C#N)c2c1COC(C)(C)C2 (stereo not given)	-24	-7	101	-6	-6	7	-2	4	100
CC(C)(C)C(=O)NCCc1nc2ccccc2n1CC(=O)c1ccc(Cl)cc1	-9	-2	77	5	23	-4	-2	-7	71
O=C(N/N=C\c1ccc(F)cc1)c1csnn1	-6	nt	98	-11	8	2	1	2	100
CCOC(=O)Cc1csc(NC(=O)c2sc3nc4cc(C)ccc4cc3c2N)n1	-1	4	93	2	12	8	-14	13	144*
CSc1ccc(S(=O)(=O)Nc2ccc(N3CCOCC3)c(Cl)c2)cc1	-9	6	111	8	9	3	-1	9	110
Cc1nnc(N/N=C/c2cc([N+](=O)[O-])c(N3CCC(C)CC3)cc2N2CCC(C)CC2)n1N	-36	50*	95	-13	9	2	5	0	111
O=C(c1ccco1)N1CCN(C(=O)c2cnn3cccnc23)CC1	16	-3	103	-4	13	-6	2	5	103
COCCNC(=O)CN1CCC(NC(=O)C(C)(C)C)CC1	5	4	96	-18	5	6	-1	-1	98
CC(=O)N1CCN(c2ccc([N+](=O)[O-])cc2C#N)CC1	16	-4	100	8	4	6	2	-1	104
CCCNC(=O)COc1ncnc2sc(C)c(C)c12	0	-4	106	4	7	-1	3	3	104
CC1=C(C#N)C(/C=N/OCc2ccc(F)cc2Cl)CC(=O)N1 (stereo not given)	-2	-2	96	-16	-18	0	0	-4	98
COc1ccc(-c2nc(C#N)c(N3CC(C)OC(C)C3)o2)cc1OC (stereo not given)	-16	-5	101	14	-59	0	-6	1	99
Cc1ccc(C)c(S(=O)(=O)N/N=C/c2ccc(N(C)C)cc2)c1	8	6	104	-2	-5	-4	8	2	103
COc1cc(SC)ccc1C(=O)Nc1cccc(C)n1	-11	4	100	10	13	1	-1	1	105
O=C(c1ccco1)N1CCN(C(=O)C2CCN(S(=O)(=O)c3cnc[nH]3)CC2)CC1	3	-6	97	-4	6	4	2	3	101
Cc1nc(CC(=O)Nc2nccs2)cs1	-1	3	102	-1	2	-2	3	4	101
Nc1nc(NC(=O)Cc2ccccc2)nn1-c1ccccc1	-1	0	nt	0	12	-2	1	nt	nt
N/C(=N\OC(=O)CCn1cccc(C(F)(F)F)c1=O)c1ccc(Cl)cc1	-7	-8	104	26	4	3	6	3	102
Other results
SMILES	pCIP destab	PfM18AAP inh	MEKK2wt PB1 HTS	SUMO HTRF inh	NALP1 yeast inh	IDE inh	IDE act	MEKK2mut PB1 HTS	MEKK3 PB1 HTS
CC(CC(=O)Nc1nccs1)c1ccccc1 (stereo not given)	-17	-20	108	17	-5	-2	5	5	105
CCOCC(=O)Nc1cc(C(=O)Nc2ccccc2)ccc1Cl	-4	-6	102	0	4	5	-1	4	103
Cc1nc2ccccn2c1-c1csc(Nc2ccc(C(=O)O)cc2)n1	2	43*	102	-3	18	0	3	9	101
CC(NC(=O)Cc1ccccc1[N+](=O)[O-])c1ccccc1 (stereo not given)	7	-2	104	13	26	7	nt	0	125
CCOc1cc(C(=O)OCC(=O)c2c(N)n(C)c(=O)n(C)c2=O)cc(OCC)c1OCC	-2	15	102	12	13	-1	1	9	102
COc1ccc(C(=O)NCC(=O)N/N=C/c2cn[nH]c2-c2ccccc2)cc1	-3	-7	96	7	6	3	5	6	100
Cc1cccc(C)c1OCCSc1n[nH]c(N)n1	-4	-12	107	4	-2	2	1	10	111
Cc1cc(C(=O)Nc2ccccc2C(=O)O)oc1C	0	7	98	2	13	-7	-3	-10	96
COc1c(C)cc(S(=O)(=O)N2CCCC2)c(C)c1C	-18	4	99	4	-2	-2	6	0	98
O=C(CSCc1ccccc1)NCCCN1CCOCC1	-10	-6	104	7	-6	2	4	8	89
Cc1ccc(CSc2nsc(C)c2C#N)cc1	2	-1	103	0	21	5	3	5	103
O=C(Nc1ccnn1C1CCN(Cc2cccc(F)c2F)CC1)C1CCCC1	-5	4	112	-5	6	-2	-2	7	101
CC(C)N1C(=O)S/C(=C/c2ccc3c(c2)n(C)c(=O)n3C)C1=O	-18	1	93	-8	14	-2	4	-2	96
Cc1cc(C(=O)COC(=O)CC2Sc3ccccc3NC2=O)c(C)n1-c1ccc(Br)cc1 (stereo not given)	-10	11	100	-8	27	-1	0	-2	102
COc1cccc(NC(=S)N(CCc2c(C)[nH]c3ccccc23)Cc2ccco2)c1	-5	0	110	-18	11	6	-2	8	112
Cc1nc(NC(=O)c2ccccc2)sc1Cc1ccc2c(c1)OCO2	12	-1	111	-24	10	2	7	5	102
Clc1ccc(-c2nc3ccncc3[nH]2)cc1	-4	29*	115	24	21	-1	-1	-3	96
CN(C(=O)CCN1C(=O)c2ccccc2C1=O)c1ccccc1	-4	0	104	3	nt	1	1	3	104
Cc1cccc(OCCCCCNCCO)c1	-17	-2	106	11	-3	0	10	6	102
S=c1[nH]nc(-c2ccc(Cl)cc2Cl)n1-c1ccccc1	0	11	104	-3	8	6	1	6	107
O=C(c1ccc(-c2cccc(C(F)(F)F)c2)o1)N1CCOCC1	-11	2	106	12	nt	1	0	12	106
C#CCOCCOCCOCCNc1nc(N2CCN(C(=O)C([C@@H](C)CC)n3cc(C(N)COC(=O)C(F)(F)F)nn3)CC2)nc(N2CCN(C(=O)[C@H](CCCCN)n3cc(C(N)[C@H](C)CC)nn3)CC2)n1 (stereo not given in full)	nt	nt	304*	nt	nt	2	nt	62*	116
CCOC(=O)c1sc(Nc2nc3c(OC)cccc3s2)nc1C	-12	2	93	-59	-10	17*	-7	-2	99
CC(C)(C)NC(=O)C1Cc2ccccc2CN1S(=O)(=O)c1ccc(F)cc1 (stereo not given)	6	1	97	-2	7	2	nt	-3	99
Cc1ccc2nc(N3CCN(c4ccccc4F)CC3)c(C=O)c(=O)n2c1	-7	8	98	10	2	-1	-1	2	104
O=C1Cc2cc(S(=O)(=O)NCc3ccccc3Cl)cc3c2N1CCC3	4	-6	98	nt	18	7	-1	4	103
O=C(CCn1nnc(-c2cccs2)n1)NC1CCCCC1	-4	-4	nt	-21	3	-5	6	nt	nt
Cc1cc(SC(C)C(=O)NCC(=O)Nc2ccc(F)c(F)c2F)nc2ccccc12 (stereo not given)	-6	3	101	12	29	-1	0	13	106
NC(=O)c1c(NC(=O)c2cccnc2Cl)sc2c1CCCC2	15	2	99	-26	24	6	3	0	85

Among those listed so far, 6 contain a cyano group:
SMILES	pCIP destab	PfM18AAP inh	MEKK2wt PB1 HTS	SUMO HTRF inh	NALP1 yeast inh	IDE inh	IDE act	MEKK2mut PB1 HTS	MEKK3 PB1 HTS
N#C/C(=C\c1ccccc1O)C(=O)Nc1cccnc1	-6	-5	82	10	26	6	1	-26	83
CC(C)c1nc(NCC2CCCO2)c(C#N)c2c1COC(C)(C)C2 (stereo not given)	-24	-7	101	-6	-6	7	-2	4	100
CC(=O)N1CCN(c2ccc([N+](=O)[O-])cc2C#N)CC1	16	-4	100	8	4	6	2	-1	104
CC1=C(C#N)C(/C=N/OCc2ccc(F)cc2Cl)CC(=O)N1 (stereo not given)	-2	-2	96	-16	-18	0	0	-4	98
COc1ccc(-c2nc(C#N)c(N3CC(C)OC(C)C3)o2)cc1OC (stereo not given)	-16	-5	101	14	-59	0	-6	1	99
Cc1ccc(CSc2nsc(C)c2C#N)cc1	2	-1	103	0	21	5	3	5	103

Screening data from PubChem.
